GLS inhibitor = inhibitors of human glutaminase (GLS) | O94925 | actives 0.21% (n = 410,000) | Potency, µM (series often up to 45.5 µM), for inactives: at the top dose activity change, negative = inhibition, actives largely listed as inhibitors | GLS enzymatic activity, qHTS titration; further: potency means the concentration at half of the fitted maximal effect; on the % scale 0 is the no-effect control and ±100 the full control effect
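hKGA in 45 mM KH2PO4 (pH 8.2), 0.02% Tween-20 with compound, then 1mM L-Glutamine (stock as added) plus glutamate oxidase/HRP/Amplex red coupling mix. Fluorescence read initially and after 30 min at RT; signal change reflects glutamate formation.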
TrxR1 inh = inhibitors of rat thioredoxin reductase 1 | O89049 | recombinant rTrxR1, NADPH fluorescence consumption, selenite substrate | Potency, µM (titrated, usually from 114 µM), for the others: at the highest dose activity change, negative = inhibition, usual class: inhibitors | actives 1% (n = 390,000) | AID 588453; further: potency means the concentration at half of the fitted maximal effect; on the % scale 0 is the no-effect control and ±100 the full control effect; nearly all actives have a fitted effect of over 65% in size
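Rat TrxR1 (90 nM in the dispensed reagent) was pre-reduced with 400 uM NADPH for 5 min at room temperature, then incubated with compound for 15 min. After 400 uM selenite was added, NADPH fluorescence (Ex 340/Em 450 nm) was followed for 8 min.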
Pin1 inhibitor = human Pin1 inhibition; Q13526; Pin1 FP peptide displacement, HiFluor488, 10 min; Potency, µM (titrated, usually from 115 µM), without a hit: at the highest dose activity, negative = inhibition, actives largely listed as inhibitors; actives 0.009% (n = 390,000); active means well fitted inhibition curve with a large enough effect in the polarisation, with a control signal flat, not every such curve was filed as active; inconclusive means small, poorly fitted or top-dose-only effect, or effect the other way, or a change in a side signal; inactive means no such curve, though single readings can be large or run the other way; the % refers to the polarisation; further: potency means the concentration at half of the fitted maximal effect; on the % scale 0 is the no-effect control and ±100 the full control effect
Target sequence (Q13526 whole entry, looked up): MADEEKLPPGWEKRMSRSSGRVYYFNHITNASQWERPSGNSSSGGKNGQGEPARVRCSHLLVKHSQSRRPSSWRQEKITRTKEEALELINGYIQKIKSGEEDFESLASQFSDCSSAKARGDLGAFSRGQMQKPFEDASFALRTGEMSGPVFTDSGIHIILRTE
USP1-UAF1 inh = inhibitors of human USP1/UAF1 deubiquitinase. recombinant USP1/UAF1, Ub-Rhodamine cleavage fluorescence. Potency, µM (series often up to 57.1 µM), without a hit: at the top dose activity change, negative = inhibition, usual class: inhibitors. O94782. AID 743255. actives 0.23% (n = 390,000); further: potency means the concentration at half of the fitted maximal effect; on the % scale 0 is the no-effect control and ±100 the full control effect; nearly all actives have a fitted effect of over 60% in size; inactives centre near -12
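USP1/UAF1 complex (1 nM) preincubated 15 min at room temperature with compound, then Ub-Rho substrate (150 nM final) added. Kinetic fluorescence at 480/540 nm over 6 reads at 60 s intervals; 50 mM HEPES pH 7.8, 0.5 mM EDTA, 0.1 mg/ml BSA, 1 mM TCEP, 0.01% Tween-20.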
IDH1 R132H inh = blocks human mutant IDH1 R132H enzyme | O75874 | IDH1-R132H enzyme, NADPH consumption, diaphorase/resazurin fluorescence | Potency, µM (series often up to 76.6 µM), inactives show top-dose activity change, negative = inhibition, actives largely listed as inhibitors | actives 0.093% (n = 390,000) | AID 602179; further: potency means the concentration at half of the fitted maximal effect; on the % scale 0 is the no-effect control and ±100 the full control effect; nearly all actives have a fitted effect of over 65% in size
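IDH1-R132H (0.5 ug/mL) preincubated 30 min with compound, then NADPH (0.016 mM) and alpha-KG (2 mM) added; 80 min at RT, pH 7.5. Remaining NADPH coupled via diaphorase/resazurin to fluorescence (540/590 nm); concentration-response curves normalized to no-enzyme control.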
TrxR1 substrate = substrates of rat thioredoxin reductase 1; O89049; purified TrxR1 substrate turnover, NADPH consumption readout; Potency, µM (series often up to 114 µM), for inactives: top-dose activity change, negative = substrate turnover; actives 0.01% (n = 390,000); AID 588456; further: potency means the concentration at half of the fitted maximal effect; on the % scale 0 is the no-effect control and ±100 the full control effect; nearly all actives have a fitted effect of over 50% in size
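Rat TrxR1, dispensed at 90 nM, was prereduced with 400 uM NADPH (final) for 5 min at ~22 deg C, then incubated with compound 15 min before 400 uM selenite. A first-read NADPH fluorescence drop versus no-compound background flagged substrates.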
PI4K2A inh = PI4K2A (human) kinase inhibition; Q9BTU6; purified PI4K2A, ADP-Glo luminescence, 1 h; hits give low values; activity change, negative = inhibition, % at 76.9 µM; actives 0.13% (n = 420,000); in the data active means activity change below about -50%; inconclusive means mostly about -30% to -49%;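 further: -100% = wells without enzyme as full effect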
Target sequence (Q9BTU6 whole entry, looked up): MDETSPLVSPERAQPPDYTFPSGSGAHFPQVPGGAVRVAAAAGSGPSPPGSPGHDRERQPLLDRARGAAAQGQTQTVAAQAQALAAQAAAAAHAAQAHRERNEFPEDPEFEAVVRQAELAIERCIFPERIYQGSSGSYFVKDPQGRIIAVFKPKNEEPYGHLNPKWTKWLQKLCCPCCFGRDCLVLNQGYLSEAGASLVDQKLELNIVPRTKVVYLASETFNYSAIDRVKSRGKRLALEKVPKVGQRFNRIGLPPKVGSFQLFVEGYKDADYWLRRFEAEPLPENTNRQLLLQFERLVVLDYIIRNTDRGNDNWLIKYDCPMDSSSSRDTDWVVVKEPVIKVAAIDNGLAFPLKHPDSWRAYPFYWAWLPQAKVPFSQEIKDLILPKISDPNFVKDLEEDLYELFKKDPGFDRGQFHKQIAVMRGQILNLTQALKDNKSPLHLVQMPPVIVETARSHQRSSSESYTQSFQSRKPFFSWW
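Compounds are screened against recombinant PI4K2A using PI as substrate and ATP, the latter dispensed at 300 microM. Reactions run one hour at ambient temperature before ADP-Glo detection; full inhibition defined by wells lacking enzyme.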
Tb PGK inh = blocks T. brucei phosphoglycerate kinase | P07378 | PGK/GAPDH coupled, Kinase-Glo luminescence, 60 min | Potency, µM (series often up to 57.5 µM), inactives show at the top dose activity change, negative = inhibition, actives largely listed as inhibitors | actives 0.043% (n = 380,000); further: potency means the concentration at half of the fitted maximal effect; on the % scale 0 is the no-effect control and ±100 the full control effect; nearly all actives have a fitted effect of over 60% in size
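Recombinant glycosomal PGK reaction used 1,3-bisphosphoglycerate generated in-well by GAPDH (100nM final) in 100mM TEA pH 7.6, 5mM MgCl2, 0.01% Tween-20. After 60 minutes at room temperature, ATP was read by Kinase-Glo Plus luminescence end-point.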
HP1b chromo inh = blocks HP1-beta chromodomain binding to methylated histone tails; actives 0.56% (n = 390,000); P83916; AlphaScreen HP1-beta / biotin-H3K9me3 peptide binding; Potency, µM (top dose mostly 114 µM), inactives show at the top dose activity change, negative = inhibition, usual class: inhibitors; further: potency means the concentration at half of the fitted maximal effect; nearly all actives have a fitted effect of over 70% in size; inactives centre near 23
Target sequence (P83916 whole entry, looked up): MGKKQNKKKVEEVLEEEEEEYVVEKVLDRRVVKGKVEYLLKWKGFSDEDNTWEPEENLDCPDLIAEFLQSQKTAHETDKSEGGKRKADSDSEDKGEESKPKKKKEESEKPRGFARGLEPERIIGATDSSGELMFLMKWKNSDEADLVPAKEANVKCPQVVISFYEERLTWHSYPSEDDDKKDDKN
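Compound inhibition of the preformed complex between 50 nM HP1-beta and 50 nM biotinylated H3K9me3 peptide was read by AlphaScreen. Buffer was PBS pH 7.4 with 0.01% Tween-20. Incubations ran 30 min at room temperature, with 10 ug/mL donor/acceptor beads.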
* hit, by the source's call; i = inactive; ? = inconclusive; / = not tested or not shown; [ ] = another dose, or the depositor's remark. Unless noted, the call rests on the fitted dose curve; in most records, active means well fitted curve in the direction sought with a large enough effect; inconclusive means small, poorly fitted or top-dose-only effect, or another doubt; inactive means no such curve, though single readings can be large; an effect the other way counts as inactive or inconclusive.

SMILES | GLS inhibitor | TrxR1 inh | Pin1 inhibitor | USP1-UAF1 inh | IDH1 R132H inh | TrxR1 substrate | PI4K2A inh | Tb PGK inh | HP1b chromo inh
Cc1cc(NC(=O)c2ccccc2Cl)ccc1NC(=O)c1ccccc1 | -3.5% | 13.3% | -4.5% | -10.6% | 17.7% | 1.2% | -6.9 | i | 23.9%
Cc1cccn2c(=O)c3cc(C(=O)NC4CCCCC4)sc3nc12 | 2.9% | -14.1% | -2.4% | 1.5% | -18.5% | 8.6% | 0.3 | 2.8% | 5.9%
CCc1ccc(-c2nnn(CC(=O)N(C3CCCC3)C3CCS(=O)(=O)C3)n2)cc1 (centres undefined) | -1.7% | -3.5% | 5.6% | -11.6% | 2.3% | -0.1% | -2.7 | i | 57.4%[activator]
Cc1ccc(Nc2nnc(SCC(=O)Nc3cccnc3Cl)s2)cc1C | 17.0% | 6.4% | -4.6% | -4.4% | 5.8% | -7.0% | -7.7 | -3.0% | 5.2%
CCn1c(=N)n(CC(O)COc2ccccc2)c2ccccc21 (centres undefined) | 6.9% | 20.8%[57.1 µM] | 4.2% | ? | 15.6% | 1.1%[57.1 µM] | -3.6 | -8.0% | 11.4%
CCOC(=O)c1sc(=S)n(-c2ccccc2Cl)c1C | -0.7% | -7.6% | -1.9% | -18.4% | 0.0% | -3.6% | 7.0 | -6.5% | 31.6%
Nc1nc(SCC(=O)Nc2ccc(Cl)cn2)n[nH]1 | 17.4% | 21.7%[57.1 µM] | -9.9% | -7.0% | 1.0% | 6.7%[57.1 µM] | -11.3 | -7.5% | ?
CCOC(=O)c1c(C)[nH]c(C)c1S(=O)(=O)N1CCC(C(=O)Nc2ccc(OC)c(OC)c2)CC1 | 6.2% | 39.5%[activator][57.1 µM] | -1.6% | -12.0% | -28.4% | 4.9%[57.1 µM] | 2.7 | i | -14.5%
CC(C)NC(=O)c1cc(=O)n(C)c(=O)n1C | 1.8% | -2.5% | -9.3% | -12.0% | 4.0% | -4.1% | -5.8 | -2.8% | 30.9%
O=C(NCc1ccc(Cl)cc1)c1ncn[nH]1 | 10.8% | 16.5% | -3.5% | -17.9% | -23.2% | 2.8% | 10.5 | 3.0% | 30.1%
N#Cc1c(-c2ccccc2)nc(SCC(=O)Nc2ccc(OC(F)(F)Cl)cc2)[nH]c1=O | 14.4% | 3.8% | / | ? | -12.4% | -5.8% | -5.2 | -19.5% | 28.0%
O=C(OC(C(=O)NCC1CCCO1)c1ccccc1F)c1ccco1 (centres undefined) | -4.7% | 21.2%[57.1 µM] | -3.7% | -4.9% | 4.3% | 2.6%[57.1 µM] | 1.1 | -5.7% | 31.7%[activator]
COc1ccc(CNC(=O)N[C@@H](Cc2c[nH]c3ccccc23)C(=O)O)cc1 | -0.2% | 18.5% | -6.0% | -22.3% | 9.1% | -0.1% | 6.5 | -3.2% | 37.3%
O=C(CC12CC3CC(CC(C3)C1)C2)Nc1ccc2c(c1)COC2=O | 0.6% | -4.0% | -0.3% | -15.9% | 3.0% | -5.6% | -1.9 | -1.4% | 25.7%
COC(=O)c1c(C)oc2ccc(NS(=O)(=O)c3cccs3)cc12 | / | -6.5% | 4.2% | ? | 2.2% | -6.3% | -3.0 | -10.1% | 31.0%[activator]
Cc1ccc(C)c(S(=O)(=O)N2CCN(C(=O)c3ccc(C)s3)CC2)c1 | 3.9% | -12.5% | 7.4% | -13.5% | 0.9% | -13.5% | 3.2 | -4.8% | 13.6%
COc1cccc(C2=C(C(C)=O)Sc3nncn3N2C(C)=O)c1 | -3.5% | -28.4%[57.1 µM] | -3.2% | ? | ? | 0.9%[57.1 µM] | 24.1 | -1.4% | -7.3%
COc1ccc(-c2nn(-c3ccccc3)cc2CO)cc1OC | -0.6% | -3.0% | -0.5% | -4.5% | 2.4% | 52.9%[activator] | 2.9 | 0.3% | 26.7%
O=C(c1ccco1)N1CCN(Cc2ccccc2Br)CC1 | -1.1% | 11.9% | -2.4% | -8.1% | 7.9% | 4.9% | 0.1 | i | ?
Cc1ccc(-c2nnnn2CS(=O)(=O)c2ccccc2)cc1 | -2.6% | -8.2% | 0.1% | -10.2% | -1.7% | -8.7% | 0.6 | 7.2% | 19.0%
O=c1oc2ccccc2c(O)c1CN1CCCCC1 | / | -3.6% | -2.3% | -9.7% | 0.4% | -0.7% | -7.0 | -4.5% | 20.5%
CC(=O)N1CCN(c2ccc(NC(=O)c3cc4ccccc4o3)cc2)CC1 | 24.9% | 3.1% | 3.8% | -8.3% | 4.6% | -2.6% | -0.3 | -1.3% | 28.6%
COc1ccc(C(=O)NNC(=S)NC(=O)c2cccs2)cc1 | 26.8% | -9.6% | -22.4% | -20.3% | 2.9% | 0.7% | 2.7 | 5.0% | 27.7%
CSCCC(NS(=O)(=O)c1ccc(Cl)cc1)C(=O)OCC(=O)N(C(C)C)C(C)C (centres undefined) | 9.2% | 8.3% | 1.3% | -4.2% | 4.2% | -3.2% | 4.6 | -4.3% | 6.4%
CCCn1c2ccccc2c2cnn(CC(=O)NCCN(C)C)c(=O)c21 | -14.9% | -14.4% | 0.3% | -17.7% | 0.0% | 14.3% | 2.1 | -6.5% | 4.8%
COc1cccc(-c2noc(COc3ccccc3Cl)n2)c1 | 1.4% | 17.7% | -7.8% | -17.8% | 0.8% | 2.2% | -1.3 | -8.3% | 218.4%[activator]
CN(C)C(CNC(=O)CSc1nc2sc3c(c2c(=O)n1C)CCCC3)c1ccccc1 (centres undefined) | 1.7% | 12.0% | 9.0% | -4.9% | -2.9% | -5.1% | 0.8 | 2.9% | 21.1%
CCC(C)NC(=O)C(Cc1ccccc1)NS(=O)(=O)c1ccc2c(c1)CCC(=O)N2 (centres undefined) | 0.1% | 27.3% | -0.8% | -21.4% | -10.3% | 6.7% | 4.3 | -5.9% | 22.3%
CCCc1nn2c(=O)cc(CSCC(=O)Nc3ccccc3OC)nc2s1 | -12.5% | 10.7% | 0.1% | -13.9% | 0.4% | 0.1% | 1.7 | -8.2% | 47.2%[activator]
COCCCNC(=O)CSc1nc(-c2cccc(F)c2)[nH]c1-c1ccccc1 | -1.4% | -12.0% | 18.2% | -12.3% | 21.1% | 40.0%[activator] | 0.4 | i | 22.2%
CCN(CC)c1ccc(C=Nc2ccccc2)c(O)c1 | 4.4% | 3.5%[57.1 µM] | 8.4% | -31.2% | 15.4% | -10.1%[57.1 µM] | -4.7 | i | ?
Clc1ccc(OCc2nn3c(-c4ccccc4)nnc3s2)c(Cl)c1 | 1.5% | 5.4% | 15.5% | -14.6% | -1.2% | 9.2% | -1.6 | 2.9% | -15.9%
COCCN(C(=S)Nc1ccc(C)cc1C)C(C)c1cccs1 (centres undefined) | 4.9% | 21.4% | -1.0% | -20.2% | 0.0% | 7.0% | -1.6 | -13.8% | 55.8%[activator]
Cc1ccc(C(=O)NCc2ccco2)cc1[N+](=O)[O-] | -4.1% | -3.3% | -2.2% | 4.6% | 0.8% | 5.4%[57.1 µM] | -2.3 | 3.2% | 18.7%
COc1ccc(S(=O)(=O)N2CCC(C(=O)NCCC(=O)NCCc3cccc(F)c3)CC2)cc1 | -3.7% | / | / | -25.2% | -6.1% | / | -2.9 | -8.1% | /
CCCOc1ccccc1C(=O)N(Cc1cccc(Br)c1)C1CCS(=O)(=O)C1 (centres undefined) | -1.0% | 20.2% | -8.1% | -26.7% | -9.2% | 4.1% | 1.7 | 4.7% | 22.1%
Cc1ccc(CN2CC(C(=O)N3CCN(S(=O)(=O)c4ccccc4)CC3)CC2=O)cc1 (centres undefined) | -2.0% | 13.6%[57.1 µM] | -5.2% | -6.5% | -0.1% | 5.2%[57.1 µM] | -5.2 | -0.5% | 34.7%
Cc1ccc2c(ccc(=S)n2C)c1 | -2.6% | 4.8%[57.1 µM] | 5.9% | -18.2% | 8.2% | -2.3%[57.1 µM] | -2.0 | -1.6% | 39.0%
Fc1ccc(-n2cc(-c3ccccc3)c3c(NCCc4ccccc4)ncnc32)cc1 | -5.9% | 15.0%[57.1 µM] | -2.5% | 8.2% | -11.8% | 0.5%[57.1 µM] | -7.0 | -2.9% | 15.1%
CNC(=O)c1c(Br)cnn1-c1ccc(C)cc1 | 3.4% | 12.8%[57.1 µM] | -3.4% | -9.6% | -0.1% | -0.6%[57.1 µM] | -3.9 | -8.9% | 27.1%
CCOC(=O)C1CCN(C(=O)N2CCOCC2)CC1 | -0.3% | 4.2% | -3.9% | -2.1% | -0.5% | 1.1% | -89.7* | -0.3% | 46.9%[activator]
CC(=O)N1CCC(N2CCN(Cc3ccc(C)cc3)C(CCO)C2)CC1 (centres undefined) | -21.6% | -18.8% | 7.3% | -6.0% | 5.6% | -8.8% | 3.1 | -3.7% | 27.0%

Screening results deposited in PubChem BioAssay by National Center for Advancing Translational Sciences (NCATS).

A portion of the library; count on the stated rates, not on these rows.
